Compound activity deposited in PubChem by National Center for Advancing Translational Sciences (NCATS).
Eya2 inh: Eya2 (human) phosphatase inhibition. O00167. recombinant Eya2, OMFP fluorescence dephosphorylation (OMFP is methylfluorescein phosphate). Potency, µM (highest dose often 76.9 µM), for the others: at the highest dose activity, negative = inhibition, usual class: inhibitors. 330,000 tested, 0.006% active. AID 488837; also: potency is read from the fitted curve at half-maximal effect; % is scaled to controls: 0 for no effect and ±100 for the full control effect
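Eya2 (0.2 uM) preincubated 10 min at ambient with compound, then OMFP substrate added at 50 uM; 10 min reaction in 50 mM HEPES pH 7.5, 50 mM NaCl, 5 uM MgCl2, 0.05% BSA, 1 mM DTT. Fluorescence read at Ex 485/Em 525 nm.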
TRPV1 agonist: human TRPV1 agonism. Q8NER1. TRPV1-expressing cells, Fluo-8 calcium influx, agonist mode. activation, % at 8.33 µM. 320,000 tested, 0.19% active. AID 540275; in the data active = activation above about 80%; inconclusive = between about 30% and that limit; also: 0% is about no effect
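TRPV1-expressing cells were cultured overnight at 35.5C and loaded with Fluo-8 calcium dye for 40 to 90 min at room temperature. After a 10 s baseline, compound was added and calcium influx was read kinetically for 3 min (ex 480/em 520 nm).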
Mito fusion act: inhibitors of mitochondrial division or activators of mitochondrial fusion. S. cerevisiae fusion-defective mutant growth rescue, CellTiterGlo 48 h. Potency, µM (highest dose often 46.1 µM), without a hit: at the top dose growth rescue (activation), most hits filed as activators. 320,000 tested, 0.23% active. AID 485298;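 also: potency is read from the fitted curve at half-maximal effect; % of control where 0% means no effect; nearly all actives have a fitted effect of over 45% in size; temperature-sensitive fusion mutants such as fzo1-1 at 37 °C on non-fermentable ethanol glycerol medium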
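Read-out: ATP-based luminescence (CellTiterGlo, 10 min ambient) reporting growth of fusion-defective ts yeast after 48 hours at 37C on glycerol/ethanol YPEG medium in the presence of compound.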
TCR act: activates T cell receptor signaling | primary human leukocytes, anti-CD3, IL-2 HTRF, 48 h | Potency, µM (series often up to 9.22 µM), for inactives: at the top dose activation of IL-2 secretion, usual class: activators | 330,000 tested, under 10 active | AID 504894; also: % of control where 0% means no effect
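TCR engagement came from a-CD3 beads alone, with compounds added to primary human leukocytes for 48 hr. Secreted IL-2 bridged europium cryptate- and d2-labelled anti-IL-2 antibodies, giving FRET emission at 665nm after 320nm excitation.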
KCNH2 3.1 block: inhibitors of human KCNH2 3.1 potassium channel isoform | U2OS KCNH2 3.1, thallium flux FluxOr; hits give low values | activity change, % (tested at about 1.8 µM) | 340,000 tested, 0.95% active;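 active = maximum activity change below -70%; inconclusive = maximum activity change from -70% to -50%; inactive = maximum activity change above -50%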;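 also: thallium influx rate constant from kinetic fluorescence after stimulation buffer; % is scaled to controls: 0 for no effect and ±100 for the full control effect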
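Steps: virus added to U2OS suspension (4 h, RT, dark); medium with 10% FBS added, cells plated, 37 C overnight; FluxOr/Red40 loading buffer 45 min RT; stimulation buffer, 2 min kinetic read; rate constant normalized.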
TSHR antag: human thyrotropin receptor antagonism | P16473 | TSHR-expressing cells, TSH-stimulated cAMP HTRF, 2 h; hits give low values | activity change, negative = inhibition, % at 11.5 µM | 330,000 tested, 0.2% active | AID 504810;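 active = activity change below a set negative limit, meaning inhibition stronger than a set level, cut at about -70% in these data; inconclusive = activity change between two set negative limits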; also: % is scaled to controls: 0 for no effect and ±100 for the full control effect
Target sequence (P16473 whole entry, looked up): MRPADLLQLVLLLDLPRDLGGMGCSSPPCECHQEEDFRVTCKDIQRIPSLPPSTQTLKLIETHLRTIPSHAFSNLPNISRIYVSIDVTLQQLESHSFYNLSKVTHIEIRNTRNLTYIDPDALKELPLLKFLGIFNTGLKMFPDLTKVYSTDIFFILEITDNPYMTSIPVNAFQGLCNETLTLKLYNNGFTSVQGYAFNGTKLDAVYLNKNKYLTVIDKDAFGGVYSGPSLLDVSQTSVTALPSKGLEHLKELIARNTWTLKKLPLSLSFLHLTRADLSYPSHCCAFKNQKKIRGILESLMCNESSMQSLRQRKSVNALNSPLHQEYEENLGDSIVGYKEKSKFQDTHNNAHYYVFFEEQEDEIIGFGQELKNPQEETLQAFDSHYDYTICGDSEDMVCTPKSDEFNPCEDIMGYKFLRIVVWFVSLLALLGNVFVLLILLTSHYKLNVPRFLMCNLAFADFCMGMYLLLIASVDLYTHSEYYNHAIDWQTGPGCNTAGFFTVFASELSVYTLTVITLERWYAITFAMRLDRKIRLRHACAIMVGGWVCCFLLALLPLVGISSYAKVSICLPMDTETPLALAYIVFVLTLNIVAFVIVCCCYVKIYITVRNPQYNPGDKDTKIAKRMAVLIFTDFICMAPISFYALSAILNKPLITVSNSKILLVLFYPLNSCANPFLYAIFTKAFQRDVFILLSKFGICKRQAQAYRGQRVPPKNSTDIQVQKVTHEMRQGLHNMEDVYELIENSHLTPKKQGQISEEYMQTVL
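Antagonism was scored as loss of TSH-driven cAMP in TSHR cells, stimulated with 4nM TSH (EC80) for 2 hours at 37 deg C and detected by homogeneous HTRF competition immunoassay.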
KCNH2 WT inh: inhibitors of human wildtype KCNH2 potassium channel. activity change, % at 1.84 µM. 340,000 tested, 0.37% active. Q12809. U2OS, BacMam KCNH2, thallium flux FluxOr; hits give low values;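 active = maximum activity change below -70%; inconclusive = maximum activity change between -70% and -50%; inactive = maximum activity change above -50%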; also: % is scaled to controls: 0 for no effect and ±100 for the full control effect
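U2OS cells transduced with wild-type KCNH2 virus are loaded with FluxOr dye for 45 min, and thallium flux is measured in kinetic reads before and after stimulation buffer. Rate constants are normalized to DMSO controls.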
USP2a block: blocks human ubiquitin-specific protease USP2a. O75604. USP2 core, Ub-CHOP2 coupled fluorogenic reporter, 485/531. Potency, µM (series often up to 38.3 µM), for inactives: at the top dose activity change, negative = inhibition, most hits filed as inhibitors. 330,000 tested, 0.01% active. AID 463254;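 also: potency is read from the fitted curve at half-maximal effect; plate controls were DMSO wells for no effect and full inhibition by NEM control for full effect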
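USP2 core (10nM final) preincubated 30min RT with compound in 20mM Tris-HCl pH 8.0, 2mM CaCl2, 2mM beta-mercaptoethanol, 0.05% CHAPS; 25nM Ub-CHOP2 plus 25nM reporter substrate added, fluorescence (Ex485/Em531) read after 60min.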
A-T KAP1 phos: candidate therapy for ataxia-telangiectasia | AID 485349 | Potency, µM (top dose mostly 57.5 µM), inactives show at the highest dose activation, hits mostly activators | […] A-T fibroblasts, KAP-1 phosphorylation AlphaLISA; neocarzinostatin DNA damage 30 min before lysis | 320,000 tested, 0.19% active; also: potency is read from the fitted curve at half-maximal effect; % of control where 0% means no effect; nearly all actives have a fitted effect of over 45% in size
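hTERT-immortalized A-T patient fibroblasts ([…]), 500 cells/well in OPTI-MEM, 1% FBS, got compounds for 60 min, then NCS for 30 min at 37C. Lysates were then assayed for phospho-KAP-1 by AlphaLISA (anti-pKAP1 donor, anti-KAP1 acceptor beads), 6 hr at 25C.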
ELG1 repair inh: inhibitors of ELG1-dependent DNA repair in HEK293T cells. HEK293T ELG1-luciferase reporter, luminescence, 16 h; DNA damage induced by 5-fluorouridine. Potency, µM (top dose mostly 46.1 µM), for the others: at the highest dose activity change, negative = inhibition, hits mostly inhibitors. 330,000 tested, 2.3% active; also: potency is read from the fitted curve at half-maximal effect; % is scaled to controls: 0 for no effect and ±100 for the full control effect; nearly all actives have a fitted effect of over 55% in size
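Overnight (16 hr) co-exposure of 2,000 cells/well to 5-fluorouridine and compound at 37 °C preceded detection. Luciferase was quantified via ONE-Glo luminescence; loss of signal denotes inhibition.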
* marks the source's active call; other numbers are inactive results; u = inconclusive; x = no result given; & = joins results of further samples; [ ] = another dose, or the depositor's remark. Unless noted, calls follow the shape of the dose curve; as a rule, active = well fitted curve in the direction sought with a large enough effect; inconclusive = small, poorly fitted or top-dose-only effect, or another doubt; inactive = no such curve, though single readings can be large; an effect the other way counts as inactive or inconclusive. Some of the compounds tested; the hit share may differ from the screen's.

SMILES	Eya2 inh	TRPV1 agonist	Mito fusion act	TCR act	KCNH2 3.1 block	TSHR antag	KCNH2 WT inh	USP2a block	A-T KAP1 phos	ELG1 repair inh
CN(Cc1ccc(F)cc1)Cc1nc(CCc2ccccc2)no1	u	17	6%	x	6	-20	0	-1%	2%	17%
C=C(C)C(=O)Nc1cccc(C2=NOC3(C2)C[C@@H](C(N)=O)N(C(=O)C(=C)C)C3)c1 (stereo partly drawn)	3%	-11	9%	0%	3	3	-5	-8%	-6%	10%
COc1cc(/C=C2/C(=O)NN(c3cccc(Cl)c3)C2=O)cc(Br)c1O	-1%	-2	-13%	-1%	-14	-11	0	-4%	-4%	u
Cc1onc(-c2ccccc2Cl)c1C(=O)N(Cc1nc(-c2ccccc2)no1)C1CCCCC1	-20%	-6	15%	x	-5	1	-3	-1%	x	u
COc1cc(-c2nnc(COC(=O)CSCC(=O)Nc3cc(C)on3)o2)cc(OC)c1OC	16%	0	-2%	-2%	8	-4	8	0%	-8%	-20%
O=C1C(Cl)=C(Nc2ccc(F)cc2)C(=O)N1CCc1ccccc1	2%	u	0%	0%[46.1 µM]	-28	-2	11	-4%	-7%	u
C=CC[C@@H](CC(=O)NCCO)C(=O)N[C@H](C)COC(=O)[C@@H](CC=C)CC(=O)OC(C)(C)C	4%	x	x	-7%	-2	-9	1	0%	4%	9%
CC(=O)c1cc2c(cc1NC(=O)CN1CCC(Cc3ccccc3)CC1)OCO2	16%	u	1%	3%	10	8	3	-2%	2%	u
COc1ccc(S(=O)(=O)N2CCCCCC2)cc1NC(=O)c1c2c(nc3ccccc13)CCN(Cc1ccccc1)C2	-17%	-2	3%	-5%	-16	-10	-5	-9%	0%	u
O=C(COc1cccnc1[N+](=O)[O-])N1CCC(Cc2ccccc2)CC1	3%	x	x	6%[46.1 µM]	25	-4	0	-1%	12%	-11%
Cc1cc(C)nc(-n2cc(C(=O)c3cc(F)ccc3O)cn2)n1	-4%	5	-11%	-2%[46.1 µM]	6	12	5	0%	4%	-1%
CCc1sc2nc(SCC(=O)Nc3cc(C)on3)n(-c3cccc(OC)c3)c(=O)c2c1C	-5%	-1	-3%	-6%	-17	15	24	2%	10%	u
CCOC(=O)c1c(C)[nH]c(C)c1S(=O)(=O)NCc1ccc(OCC)cc1	-11%	5	3%	0%	-2	-6	-1	-2%	-4%	-2%
NC(=O)C1CCN(c2nc(-c3ccccc3F)cs2)CC1	-27%&-19%	x	0%	-8%	x	1&-14	x	-2%&4%	0%&8%	u
COc1ccc(/C=N/NC(=O)c2ccncc2)cc1CN1CCCc2ccccc21	-23%	u	-7%	x	1	-16	-4	-2%	-1%	-24%
O=C(Nc1ccc(C(=O)N2CCN(c3ccccc3F)CC2)cc1)C1=CSCCO1	1%	7	10%	-2%	-6	0	-5	-1%	8%	u
CCC(Sc1nc(C)cc(C)n1)C(=O)Nc1ccc(S(N)(=O)=O)cc1 (stereo not drawn)	6%	0	-5%	-1%	18	8	-8	10%	36%	0%
CCCn1c(SCC(=O)NC(=O)NC(C)(C)C)n[nH]c1=O	-5%	-3	-6%	2%	4	-2	x	4%	2%	-9%
CC(C)(C)NCC(O)COc1cccc2[nH]c(=O)[nH]c12 (stereo not drawn)	0%	x	-2%	14%	9	-4	-8	x	x	x
C/C(=N\NC(=O)C1(C)CC1(Br)Br)c1cccc(NC(=O)c2ccc(C)o2)c1 (stereo not drawn)	-9%	u	1%	-44%	1	-28	-1	-8%	16%	7.3µM*
CCC(=O)Oc1ccc(-c2nc(-c3cccnc3)no2)cc1	16%	2	-4%	-2%	-5	4	15	-1%	0%	u
COc1ccc(N2CCN(C(=O)Cc3coc4cc(C)ccc34)CC2)cc1	-27%	30	1%	1%	8	-4	-3	3%	2%	-15%
Cc1ccc(S(=O)(=O)N2CCOCC2)cc1NC(=O)COC(=O)C1=COCCO1	3%	1	6%	3%	14	7	-7	-1%	-4%	-3%
CN(C)S(=O)(=O)N1CCN(S(=O)(=O)N(C)C)CC1	-6%	-2	-1%	x	-11	10	6	7%	2%	-3%
Cc1ccc(S(=O)(=O)NCC(=O)NCC2COc3ccccc3O2)cc1C (stereo not drawn)	3%	12	-2%	10%	18	3	-5	2%	x	-8%

Next records
SMILES	Eya2 inh	TRPV1 agonist	Mito fusion act	TCR act	KCNH2 3.1 block	TSHR antag	KCNH2 WT inh	USP2a block	A-T KAP1 phos	ELG1 repair inh
O=C(CCc1ccccc1)Nc1ccc(NC(=O)C2CCCCC2)nc1	-5%	3	2%	0%	-13	4	17	-1%	8%	0%
CCCCN(Cc1ccccc1)C(=O)C1CCN(S(=O)(=O)c2c(C)noc2C)CC1	-8%	2	-4%	-2%	-4	-5	8	0%	-5%	u
CCO[C@H]1OC(C(=O)N2CCN(C)CC2)=C[C@@H](c2coc3ccccc3c2=O)[C@@H]1CCCO	5%	-6	0%	0%	19	-8	-2	2%	19%	2%
O=C(CSc1nc2ccccc2c(=O)n1Cc1ccc(C(=O)NC2CC2)cc1)NCc1ccco1	-6%	-1	0%	-8%	-26	-3	-35	1%	7%	9%
Cc1ccc(S(=O)(=O)N(CC(=O)NC2CC2)c2ccc(C)c(Cl)c2)cc1	-12%	26	4%	-5%	-17	-15	-3	1%	-1%	-2%
CCN(CC)C(=O)CCSc1nnc(-c2ccncc2)o1	0%	0	-1%	1%[46.1 µM]	-8	1	14	2%	3%	-4%
CCC(=O)Nc1nc2c(s1)COc1ccccc1-2	-19%	25	-1%	0%	2	5	-14	-1%	-8%	-11%
O=C(CCNC(=O)c1ccc(Br)cc1)Nc1nccs1	3%	3	-9%	x	4	-6	1	3%	0%	13%
NS(=O)(=O)c1cccc(NC(=O)CC23CC4CC(CC(Br)(C4)C2)C3)c1	-20%	u	-6%	-4%	-4	-8	-8	4%	-1%	0%
C=CCC(c1ccccc1F)N(CCN1CCOCC1)C(=O)Nc1cccc(Cl)c1 (stereo not drawn)	-13%	8	4%	-3%	-13	-12	-10	5%	4%	-29%
O=C(NCC(c1ccco1)N1CCCCC1)c1cc2c(s1)CCCC2 (stereo not drawn)	1%	22	0%	13%	1	-2	6	1%	4%	-7%
O=C(Nc1ccc(C(F)(F)F)cc1)c1ccc2ncsc2c1	-1%	90*	10%	0%	3	-9	32	-2%	-1%	u
CC(=O)c1c(O)c2ccccc2n(Cc2ccccc2)c1=O	-1%	9	7%	4%	0	14	-4	-4%	7%	-2%
COc1ccc(-c2noc(COc3ccc4ccccc4c3Br)n2)cc1OC	9%	-3	-1%	-8%	-1	-4	1	-2%	-2%	2%
COc1ccc(NC(=O)Cn2cccc2)c(OC)c1	u	x	-3%	-3%	x	8	-17	1%	-3%	6%
O=S(=O)(c1ccc2ccccc2c1)N1CCN(C2CCN(Cc3ccccc3)CC2)CC1	-9%	1	5%	-1%	-1	-9	49	-3%	-3%	-29%
O=C(NCc1ccco1)c1nc2ccccc2s1	4%	4	1%	x	-1	-9	0	1%	2%	u
CSc1ccccc1C(=O)Nc1cc(C)cc(C)c1	-15%	0	1%	19%	-2	-5	-7	2%	3%	17%

With a hit mark in TRPV1 agonist, among the entries above:
smiles	Eya2 inh	TRPV1 agonist	Mito fusion act	TCR act	TSHR antag	USP2a block
O=C(Nc1ccc(C(F)(F)F)cc1)c1ccc2ncsc2c1	-1%	90*	10%	0%	-9	-2%

Entries of single compounds, looked up by structure. Values in the order: Eya2 inh, TRPV1 agonist, Mito fusion act, TCR act, KCNH2 3.1 block, TSHR antag, KCNH2 WT inh, USP2a block, A-T KAP1 phos, ELG1 repair inh
O=C(CCNC(=O)c1ccc(Br)cc1)Nc1nccs1 is listed with 3%, 3, -9%, x, 4, -6, 1, 3%, 0%, 13%
C=CC[C@@H](CC(=O)NCCO)C(=O)N[C@H](C)COC(=O)[C@@H](CC=C)CC(=O)OC(C)(C)C is listed with 4%, x, x, -7%, -2, -9, 1, 0%, 4%, 9%
COc1ccc(N2CCN(C(=O)Cc3coc4cc(C)ccc34)CC2)cc1 is listed with -27%, 30, 1%, 1%, 8, -4, -3, 3%, 2%, -15%
CCO[C@H]1OC(C(=O)N2CCN(C)CC2)=C[C@@H](c2coc3ccccc3c2=O)[C@@H]1CCCO is listed with 5%, -6, 0%, 0%, 19, -8, -2, 2%, 19%, 2%
Cc1cc(C)nc(-n2cc(C(=O)c3cc(F)ccc3O)cn2)n1 is listed with -4%, 5, -11%, -2%[46.1 µM], 6, 12, 5, 0%, 4%, -1%
